Bioassay records deposited in PubChem BioAssay by National Center for Advancing Translational Sciences (NCATS).
TGFb inhibitor: inhibitors of TGF-b signaling; hit rate 1.2% among 410,000; Potency, µM (highest dose often 46.1 µM), for inactives: at the top dose activity, negative = inhibition, actives largely listed as inhibitors; HepG2 CAGA-GFP TGF-b/SMAD3 reporter, GFP fluorescence, 18 h; TGF-beta stimulated, 500 pg/mL final; also: potency is read from the fitted curve at half-maximal effect; % is scaled to controls: 0 for no effect and ±100 for the full control effect; nearly all actives have a fitted effect of over 65% in size
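TGF-beta reporter screen: HEPG2 CAGA-GFP, 1% FBS, 500 pg/mL TGF-beta final, 18 h; per-cell GFP summed per well; curves fitted and categorized by class.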
HepG2 viability: counter-screen for TGF-b inhibitors: cytotoxicity in HepG2 cells | HepG2 CAGA-GFP viability, ATP luminescence, 18 h | Potency, µM (highest dose often 46.1 µM), for the others: at the top dose activity change, negative = cytotoxicity, most hits filed as cytotoxic | hit rate 0.76% among 410,000; also: potency is read from the fitted curve at half-maximal effect; some results filed as inactive show a strong effect at the top dose
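CellTiter-Glo luminescence gave cytotoxicity after 18 hours at 37 degrees C. The cells were HepG2 CAGA-GFP in 1% FBS DMEM, stimulated with 500 pg/mL TGF-beta after compound addition. %Activity was normalised to no-cell wells (complete cell-killing) and DMSO (no toxicity), and curves were fitted and classified.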
EPAC2 agonist: agonists of human EPAC2 (RAPGEF4). hit rate 0.079% among 360,000. Potency, µM (series often up to 154 µM), for the others: top-dose activation, actives largely listed as activators. AID 720711. EPAC2 activation, biochemical qHTS; response scale: 100% = 6.5 mM cAMP response. Q8WZA2; also: potency is read from the fitted curve at half-maximal effect; nearly all actives have a fitted effect of over 50% in size
Target sequence (Q8WZA2 whole entry, looked up): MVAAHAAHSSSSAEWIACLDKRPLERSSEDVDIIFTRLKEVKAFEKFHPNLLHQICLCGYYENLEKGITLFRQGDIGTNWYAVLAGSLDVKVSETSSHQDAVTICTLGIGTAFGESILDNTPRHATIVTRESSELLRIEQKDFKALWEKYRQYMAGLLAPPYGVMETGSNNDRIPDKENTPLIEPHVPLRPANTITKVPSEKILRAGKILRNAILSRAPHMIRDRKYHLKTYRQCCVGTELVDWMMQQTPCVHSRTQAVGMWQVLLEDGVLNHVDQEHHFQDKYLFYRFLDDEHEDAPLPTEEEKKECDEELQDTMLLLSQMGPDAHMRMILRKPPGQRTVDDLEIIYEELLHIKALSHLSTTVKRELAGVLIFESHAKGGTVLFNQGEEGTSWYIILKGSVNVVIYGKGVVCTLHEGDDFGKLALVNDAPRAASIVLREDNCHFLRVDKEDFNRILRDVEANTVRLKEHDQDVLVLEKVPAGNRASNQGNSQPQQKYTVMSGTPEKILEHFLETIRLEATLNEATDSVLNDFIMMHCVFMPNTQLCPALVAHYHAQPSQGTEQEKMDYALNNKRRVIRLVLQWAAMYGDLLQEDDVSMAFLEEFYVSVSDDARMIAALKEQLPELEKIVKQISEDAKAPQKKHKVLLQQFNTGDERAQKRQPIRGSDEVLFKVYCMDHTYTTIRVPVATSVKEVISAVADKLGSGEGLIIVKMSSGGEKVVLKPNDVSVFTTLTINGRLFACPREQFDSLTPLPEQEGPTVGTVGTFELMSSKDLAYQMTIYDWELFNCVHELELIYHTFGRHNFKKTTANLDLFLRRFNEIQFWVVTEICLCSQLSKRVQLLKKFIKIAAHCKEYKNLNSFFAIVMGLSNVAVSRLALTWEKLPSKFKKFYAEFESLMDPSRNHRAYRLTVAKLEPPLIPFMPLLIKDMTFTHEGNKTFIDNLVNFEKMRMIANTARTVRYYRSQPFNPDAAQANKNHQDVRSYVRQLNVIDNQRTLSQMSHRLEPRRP
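In this primary screen, activation is scored as increased exchange of BODIPY-GDP from Rap1B by 100 nM EPAC2, with 50 uM GDP as competitor. Signal is normalized to the 6.5 mM cAMP agonist control.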
ATXN viability: viability counter-screen for ATXN expression inhibitors | hit rate 0.49% among 400,000 | Potency, µM (series often up to 56.7 µM), most hits filed as cytotoxic | AID 651635 | S2 cells (HEK-293 line with an ATXN2-luciferase reporter) viability, CellTiter-Fluor protease fluorescence, 24 h; also: potency is read from the fitted curve at half-maximal effect; nearly all actives have a fitted effect of over 40% in size
A549 viability: counter-screen for Nrf2 inhibitors: cytotoxicity in A549 cells; A549 ARE-Fluc cells, CellTiter-Fluor viability, 18-24 h; Potency, µM (highest dose often 46 µM), for inactives: top-dose activity change, negative = cytotoxicity, most hits filed as inhibitors; hit rate 0.16% among 390,000; AID 504648; also: potency is read from the fitted curve at half-maximal effect; % is scaled to controls: 0 for no effect and ±100 for the full control effect
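A549 ARE-Fluc cells in 5% FBS OPTI-MEM, 5000 cells/well, rested 2 h then exposed to compounds in concentration-response for 18-24 h at 37 °C. Viability by CellTiter-Fluor fluorescence (Ex 405/Em 525) after 30 min; luciferase luminescence (BugLite, 15 min, RT) read afterwards.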
Nrf2 inh: inhibitors of Nrf2 signaling. hit rate 2.1% among 360,000. AID 504444. A549 ARE-Fluc reporter, luciferase luminescence, 18-24 h. Potency, µM (titrated, usually from 46 µM), for inactives: at the highest dose activity change, negative = inhibition, most hits filed as inhibitors; also: potency is read from the fitted curve at half-maximal effect; % is scaled to controls: 0 for no effect and ±100 for the full control effect; nearly all actives have a fitted effect of over 60% in size
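Quantitative HTS in A549 cells stably bearing an antioxidant response element-firefly luciferase construct. Inhibition of Nrf2-driven transcription was scored by luminescence after 18-24 h of compound exposure at 37 °C.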
Nrf2 activator: activators of Nrf2 (ARE) signaling | AREc32 ARE-luciferase reporter (MCF7-derived line), luminescence, 24 h | Potency, µM (series often up to 46.1 µM), without a hit: at the top dose activation, usual class: activators | hit rate 0.31% among 410,000; also: potency is read from the fitted curve at half-maximal effect; % of control where 0% means no effect; nearly all actives have a fitted effect of over 65% in size
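For detection, Steady-Glo was added and plates sat 30 min at RT; before that, AREc32_Fluc cells grown overnight in OPTI-MEM/5% FBS had been treated with 23 nL compound for 24 hr at 37 deg C.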
ATXN2 expr inh: ATXN2 expression inhibition; HEK-293 ATXN2-luciferase reporter, luminescence, 24 h; Potency, µM (titrated, usually from 57 µM), inactives show top-dose activity change, negative = inhibition, hits mostly inhibitors; hit rate 0.72% among 360,000; also: potency is read from the fitted curve at half-maximal effect; % is scaled to controls: 0 for no effect and ±100 for the full control effect; nearly all actives have a fitted effect of over 55% in size
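ATXN2-luciferase reporter cells (luciferase flanked by upstream and downstream ATXN2 gene portions) were treated 24 h at 37 °C with compounds at up to 57 uM. SteadyGlo luminescence gave expression; GF-AFC fluorescence gave viability.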
IL2 activator: activators of IL-2 | IL-2 activation reporter assay, cell-based qHTS; stimulated with anti-CD3/CD4/CD28 beads; in transgenic mouse T cells | activation, % (series mostly up to about 46 µM) | hit rate 0.065% among 360,000 | AID 652025; in the data active = activation above about 50%; inconclusive = mostly about 30% to 49%; also: 0% is about no effect
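First, unstimulated transgenic mouse T cells were exposed to compound for 60 min. Next, anti-CD3/anti-CD4-coated beads with anti-CD28 were added. Finally, after 18 h at 37 degrees C, EGFP and DsRed were imaged.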
The depositor's hits bear a star; i = inactive; ? = inconclusive; . = not tested or not shown; & = joins results of further samples; [ ] = remark or other dose. Unless noted, calls follow the shape of the dose curve; as a rule, active = well fitted curve in the direction sought with a large enough effect; inconclusive = small, poorly fitted or top-dose-only effect, or another doubt; inactive = no such curve, though single readings can be large; an effect the other way counts as inactive or inconclusive. Rows were taken by chance; overall some 4.3% were active at least once.

Values in the order: TGFb inhibitor	HepG2 viability	EPAC2 agonist	ATXN viability	A549 viability	Nrf2 inh	Nrf2 activator	ATXN2 expr inh	IL2 activator
C[C@@H]1C(=O)N(c2ccccc2)[C@@H]1c1ccncc1
 : -14%	-9%	10%	i	1%	1%	-0.9%	-2%	0.2
COc1cc(C(=O)Nc2ccc(S(=O)(=O)N3CCCCC3)cc2)ccc1OCC(=O)N1CCOCC1
 : -1%	4%	-3%	i	1%	7%	-0.1%	-6%	4.0
CC(=O)N1CCN(S(=O)(=O)c2cccc(C(=O)NC3CCCc4ccccc43)c2)CC1 (stereo not drawn)
 : 2%	-14%	-1%	i	-12%	?	0.4%	-11%	0.6
CCCCn1c(N)c(N(CC(C)C)C(=O)C2=NN(c3ccccc3)C(=O)CC2)c(=O)[nH]c1=O
 : -5%	-2%	2%	i	-6%	20%	0.2%	5%	0.8
CCOc1ncnc2c1sc1nc(C)cc(C)c12
 : -3%	3%	4%	i	6%	4%	-0.6%	-23%	-0.1
O=C(CC(c1ccccc1)c1ccccc1O)NCc1ccccc1 (stereo not drawn)
 : -4%	-10%	5%	?	-4%	13%	-0.5%	-8%	-0.1
Cc1cc(C)nc(/N=C(\N)Nc2ccccc2-c2ccccc2)n1
 : 10µM*	-34%	5%	i	-6%	?	1.5%	?	0.1
Nc1cccc(-c2cn3cc(C(F)(F)F)cc(Cl)c3n2)c1
 : 6%	-28%	2%	i	-4%	?	3.2%	72%[activator]	-1.6
CCOc1ccccc1N/C(=C(/C(Cl)=C(Cl)Cl)[N+](=O)[O-])n1cncn1
 : -28%	9%	-6%	i	1%	6%	9.7%	-3%	0.5
O=C(NCCNC(=O)c1ccc(Cl)cc1Cl)c1cnccn1
 : -6%	-4%	6%	i	2%	5%	-0.8%	3%	-0.8
COc1ccc(-c2csc3nc(C(C)(C)C)oc(=O)c23)cc1OC
 : -3%	-17%	7%	i	-1%	2%	12%	.	-0.9
CCOc1ccc(NC(=O)CN(C)C(=O)c2cc(-c3ccncc3)nc3ccccc23)cc1OCC
 : ?	-30%	6%	i	0%	0%	4.2%	3%	2.0
Nc1nc(SCC(=O)Nc2ccccc2)[nH]c(=O)c1-c1ccccc1
 : 5%	-2%	5%	i	-11%	-19%	0.1%	7%	-1.2
COC(=O)C1CCN(C2CN(Cc3ccccc3)S(=O)(=O)C2)CC1 (stereo not drawn)
 : -5%	-26%	7%	i	.	.	-1.5%	-3%	0.0
CSc1ccc(C(O)c2ncc(-c3ccccc3F)[nH]2)cc1 (stereo not drawn)
 : -4%	-29%	8%	i	.	.	5.8%	0%	1.1
COc1ccccc1-c1noc(CCCC(=O)Nc2cccc(C(F)(F)F)c2)n1
 : 13µM*	-15%	.	?	1%	.	-0.5%	?	.
COc1ccc(N2C(=O)C(CC(=O)Nc3ccc(F)cc3)N(CCC3=CCCCC3)C2=O)cc1 (stereo not drawn)
 : -27%	-28%	.	i	-16%	-16%	11%	-18%	.
C/C(=N\OC(=O)c1c(-c2ccccc2Cl)noc1C)c1nccs1
 : 2%	-5%	-1%	i	1%	4%	0.1%	2%	-3.2
O=C1CC(Cc2ccccc2)C(=O)N1Cc1ccco1 (stereo not drawn)
 : ?	-11%	4%	i	-7%	10%	0.8%	24%	-0.5
CN(C)C1=NC[C@H](Cc2ccccc2)N1CCc1ccc(F)cc1
 : 1%	-8%	4%	i	-3%	0%	-2.1%	-15%	1.0
CCCOc1ccc2c3c(c(=O)oc2c1OCCC)CCC3
 : 0%	-17%	5%	i	-21%	?	-0.3%	40%[activator]	-2.3
CCCNCC(=O)Nc1cccc(S(=O)(=O)NC2=NCCCCC2)c1
 : -3%	-4%	5%	?	-7%	2%	0.2%	-3%	0.6
CC(C)(C)NC(=O)NC(=O)C[n+]1ccc(Cc2ccc([N+](=O)[O-])cc2)cc1
 : -2%	3.2µM*	6%	i	-3%	3%	-0.1%	-27%	-1.4
Cc1ccc(C)c(N2CCN(c3c(CN4CCCC4)c(=O)oc4ccccc34)CC2)c1
 : 24%	0%	.	i	1%	14%	9.2%	-2%	.
CCOC(=O)C1CCCCN1C(=O)CCc1nnc(-c2ccc3c(c2)OCO3)o1 (stereo not drawn)
 : -20%	-30%	0%	i	-3%	22%	0.5%	26%	-2.9
CC(NC(=O)c1ccc(S(=O)(=O)C(F)F)cc1)c1ccccc1 (stereo not drawn)
 : -1%	19%	9%	i	3%	1%	-0.1%	2%	-0.5
Cc1ccc(NC(=O)Cc2ccccc2F)cc1S(=O)(=O)N1CCCCCC1
 : 11µM*	-30%	14%	?	0%	?	2.3%	-25%	-0.5
O=c1[nH]c2ccccc2nc1/C=C/c1ccc(O)cc1
 : ?	-30%	7%	i	-16%	?	13%	27%	3.1
CCCCN1C(Nc2ccccc2)=NC[C@@H]1CC(C)C
 : -10%	1%	7%	i	0%	-3%	0.3%	-12%	-0.1
CCN(CC)S(=O)(=O)c1cc(C(=O)Nc2cccnc2)ccc1Cl
 : -4%	3%	3%	i	14%	5%	-0.3%	-7%	-1.4
C=CCN1c2ccccc2Sc2cnccc21
 : ?	-45%	4%	.	.	.	-0.8%	.	0.3
COc1ccc(S(=O)(=O)Nc2cccc(/C=C/C(=O)O)c2)cc1
 : 2%	1%	3%	i	2%	11%	-0.1%	7%	-3.0
Cc1cccc(C)c1NC(=O)CSC(=O)c1sc2ccccc2c1Cl
 : -1%	-1%	-2%	i	2%	?	0.2%	-21%	-3.1
COc1cccc(-c2nc(-c3ccccn3)no2)c1
 : 6%	10µM*	4%	i	4%	?	-0.1%	?	-2.5
COc1ccc2nc(SCC(=O)N3CCN(c4ccc(F)cc4)CC3)c(C#N)cc2c1
 : -5%	25%	2%	i	-3%	3%	-0.4%	2%	1.0
CC(=O)Nc1cccc(C(=O)OCC(=O)NNC(=O)c2cccs2)c1
 : 11%	-12%	4%	i	0%	18%	-0.2%	-5%	-1.0
COC(=O)Nc1ccc(S(=O)(=O)N2CCC(Cc3ccccc3)CC2)cc1
 : ?	-43%	20%	i	-1%	?	2.2%	-11%	1.1
O=C(Nc1ccc(-n2cccn2)cc1)C1CCCCN1Cc1cccc2c1OCO2 (stereo not drawn)
 : 2%	20%	27%	i	-7%	3%	-1.0%	.	0.2
CC(C)C(NC(=O)c1ccccc1)C(=O)NCCc1ccccc1 (stereo not drawn)
 : -19%	-28%	4%	?	0%	-16%	0.4%	-17%	0.7
COC(=O)c1sc(S(=O)(=O)N2CCC(C)CC2)c(C(=O)OC)c1C
 : 10%	-11%	12%	i	-2%	-5%	-0.5%	4%	-4.2
COc1ccc(C(C(=O)NC2CCCCC2)N2CCC3(CC2)OCCO3)cc1 (stereo not drawn)
 : -14%	-3%	-1%	i	1%	9%	-0.1%	3%	-0.6
COc1cc(OC)c2ccc(=O)oc2c1C(CCN1CCCC1)c1ccc(N(C)C)cc1 (stereo not drawn)
 : -11%&-10%	-2%&-16%	10%	?	?	20%&1%	3.9%	5%	0.5
O=C(O)c1cccc(N2C(=O)c3cccnc3C2=O)c1
 : -14%	-9%	3%	.	-13%	6%	-0.6%	.	-1.2
O=C(O)CCn1cc(-c2ccc(Cl)cc2)nc1-c1ccc(Cl)nc1
 : 10%	-2%	6%	i	2%	8%	-0.7%	0%	0.4
COc1ccc(CCNC(=O)CSc2nnc(Cc3csc(N)n3)n2C)cc1OC
 : 1%	11%	2%	i	3%	.	0.2%	0%	0.2
CCOC(=O)C1(Cc2cccc(Cl)c2)CCCN(C(=O)c2ccco2)C1 (stereo not drawn)
 : -24%	-20%	8%	i	0%	0%	3.1%	10%	-1.3
O=[N+]([O-])c1ccc(C(O)C[n+]2ccccc2)cc1 (stereo not drawn)
 : 11%	6%	15%	i	6%	-11%	-0.4%	156%[activator]	0.3
Cc1ccc(S(=O)(=O)N2C[C@@H](C)[C@]3(C2)[C@H](O)[C@H](OC(=O)Nc2c(C)noc2C)C[C@H]2C(=O)N(c4ccccc4)C(=O)[C@H]23)cc1
 : 3%	-1%	-1%	i	.	.	-0.6%	1%	-2.7
CC12CCC(=O)N1C(C(=O)NNC(=O)c1ccccc1Cl)CS2 (stereo not drawn)
 : 20%	12%	4%	i	-1%	-6%	1.8%	.	2.1
COc1ccc(N2C(=O)CC(Sc3nc(C)c4c(n3)CCCC4)C2=O)cc1 (stereo not drawn)
 : 14%	-20%	-24%	i	-12%	?	-0.7%	-16%	-0.6
CC1(C(=O)NS(=O)(=O)c2cccc(F)c2)CCN1C(=O)Cc1ccccc1Cl (stereo not drawn)
 : -4%	10%	2%	i	.	.	0.1%	14%	1.2
CN(Cc1ccc(C(C)(C)C)cc1)C(=O)Cc1ccc(S(=O)(=O)N2CCOCC2)s1
 : -11%	-38%	16%	?	-4%	-22%	0.8%	.	-1.1
COc1ccc(CCNC2CC(=O)N(CCc3ccc(OC)c(OC)c3)C2=O)cc1OC (stereo not drawn)
 : -4%	8%	11%	i	-6%	-8%	-0.4%	2%	-4.4
CCOC(=O)C1(C)CCCCN1C(=O)c1ccnc(Cl)c1 (stereo not drawn)
 : 2%	7%	5%	i	.	.	0.5%	3%	0.7
COc1cccc(C2N=C(c3ccccc3C)NO2)c1OC (stereo not drawn)
 : ?	-8%	17%	i	1%	20%	3.5%	66%[activator]	-4.6
